Screens (PubChem BioAssay)
NPY1 pot ag – human NPY-Y1 potentiation or agonism, primary screen; P25929; NPY-Y1 expressing cells, potentiator/agonist activation; activation, % at 3.6 µM; 0.37% of 220,000 active; AID 1304; in the data active = activation above about 33%, passing the limit was not always enough;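 also: cells stimulated with NPY at EC10 then isoproterenol at EC100; 0% = low agonist plus stimulus and 100% = saturating agonist plus stimulus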
Target sequence (P25929 whole entry, looked up): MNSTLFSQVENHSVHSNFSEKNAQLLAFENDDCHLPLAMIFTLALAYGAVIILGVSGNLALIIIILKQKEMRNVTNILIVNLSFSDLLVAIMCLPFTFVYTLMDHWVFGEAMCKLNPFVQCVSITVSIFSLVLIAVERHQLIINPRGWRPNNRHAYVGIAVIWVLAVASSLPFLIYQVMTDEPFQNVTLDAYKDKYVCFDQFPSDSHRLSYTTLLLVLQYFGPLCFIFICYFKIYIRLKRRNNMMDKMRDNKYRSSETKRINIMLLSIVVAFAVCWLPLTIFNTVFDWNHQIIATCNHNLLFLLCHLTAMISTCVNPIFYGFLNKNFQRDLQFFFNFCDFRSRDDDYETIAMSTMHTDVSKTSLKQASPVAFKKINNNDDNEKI
CHOP inh – CHOP inhibition in unfolded protein response; CHO-K1 CHOP-promoter luciferase, tunicamycin-induced, 15-18 h; inhibition, % at 10 µM; 3.8% of 220,000 active; AID 2732;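 active = compounds that reduced the stress-induced luciferase reporter signal by more than about 70% of percent inhibition, limit read from the data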;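 also: 0% = tunicamycin plus vehicle and 100% = wells without tunicamycin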
NPY-Y2 PAM-ag – potentiators or agonists of human neuropeptide Y receptor Y2; activation, % at 3.6 µM; cells expressing NPY-Y2, potentiator/agonist read-out; P49146; 0.45% of 220,000 active; in the data active = activation above about 27%;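 also: cells stimulated with NPY near EC25 plus isoproterenol at EC100; 0% = vehicle plus submaximal agonist and 100% = vehicle plus saturating agonist; some results beyond the cut were filed as inactive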
EP2 mod – modulators of human EP2 prostaglandin E2 receptor; 0.83% of 260,000 active; induction, % at 25 µM; AID 940; EP2-expressing cells, cAMP HTRF FRET, PGE2 co-stimulation;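 active = compounds whose cAMP rise, as percent of the full-agonist control response, exceeds 60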;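 also: rat C6 glioma line stably carrying human EP2 under a CMV promoter; the protocol text gives 20 µM as final concentration; 100% = response of wells given 1 µM PGE2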
Target sequence (P43116 whole entry, looked up): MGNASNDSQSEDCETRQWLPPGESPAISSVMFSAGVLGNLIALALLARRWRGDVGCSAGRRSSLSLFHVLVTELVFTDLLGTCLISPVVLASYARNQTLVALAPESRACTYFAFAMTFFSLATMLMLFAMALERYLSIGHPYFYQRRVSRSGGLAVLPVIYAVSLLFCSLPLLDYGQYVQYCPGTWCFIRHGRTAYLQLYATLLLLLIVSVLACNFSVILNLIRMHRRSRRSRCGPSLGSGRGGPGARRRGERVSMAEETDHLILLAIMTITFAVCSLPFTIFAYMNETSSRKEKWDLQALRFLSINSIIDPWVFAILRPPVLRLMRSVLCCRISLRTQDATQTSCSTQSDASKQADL
NPY-Y1 antag – blocks the human neuropeptide Y Y1 receptor; HEK293-CNG Y1 cells, membrane potential fluorescence; NPY at EC95, then isoproterenol; P25929; inhibition, % at 3.6 µM; 1% of 200,000 active;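 active = inhibition above the campaign mean inhibition of all tested compounds plus 3 SD, cut at about 20% in these data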;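 also: 0% = DMSO wells given NPY plus isoproterenol and 100% = isoproterenol alone without NPY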
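Material: HEK293 Y1/CNG channel cell line | Also added: NPY (25 nM), isoproterenol (1 µM), Ro 20-1724 (25 µM) | Compound: One concentration, 3.6 µM, in 0.4% DMSO | Schedule: 3 h dye uptake, 1 h room-temperature compound, 45 min post-isoproterenol | Signal: Membrane-potential fluorescent dye readout | Read-out: % inhibition of NPY effect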
S1P4 antagonist – antagonists of human S1P4 receptor | inhibition, % at 4.98 µM | S1P4-expressing cells, antagonist mode, reporter read-out | 0.26% of 220,000 active | AID 1510; in the data active = inhibition above about 29%;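 also: 0% = wells stimulated with agonist and 100% = vehicle wells without agonist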
TRPN1 ag – zebrafish TRPN1 (NompC) channel agonism. HEK293 zebrafish TRPN1-YFP, Fluo-8 calcium fluorescence; 100% = response to 87 µM carbachol. activation, % at 3 µM. 0.18% of 220,000 active. AID 1424;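 active = activation above its plate's cutoff, the mean activation of test wells on that plate plus 3 SD, cut at about 19% in these data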;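 also: 0% = DMSO alone and 100% = 87 µM carbachol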
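Control set: carbachol 87 µM as high control, DMSO as low control; system: HEK293 stable line with zebrafish TRPN1-YFP; read-out: % activation versus carbachol response; detection: intracellular calcium fluorescence with Fluo-8; doses: single test compound dose, 3 µM nominal, 0.3% DMSO; schedule: dye 1 h 37 °C plus 30 min RT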
S1P4 ag – human S1P4 receptor agonism; 0.35% of 220,000 active; activation, % at 4.98 µM; AID 1509; S1P4-expressing cell line, agonist reporter assay; in the data active = activation above about 11%;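 also: 0% = DMSO vehicle and 100% = reference agonist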
TRPML3 agonist – human mucolipin-3 channel agonism | HEK293 TRPML3-YFP, Fluo-8 calcium fluorescence; 100% = the carbachol control signal | AID 1448 | Q8TDD5 | activation, % at 3 µM | 0.29% of 220,000 active;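 active = activation above its plate's cutoff, the mean activation of the plate's test wells plus 3 SD, cut at about 12% in these data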;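 also: 0% = DMSO only wells and 100% = carbachol wells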
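Test system – HEK293 line with stable expression of human TRPML3-YFP channel · Control set – carbachol 87 µM final as high control (100%), DMSO as low control (0%) · Signal – Fluo-8 calcium dye fluorescence, ex 470-495, em 515-575 nm · Incubation – 1-h 37 °C dye load, 5-s basal, 120-s post-compound reads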
An asterisk follows results filed as active; / = no result given.

SMILES | NPY1 pot ag | CHOP inh | NPY-Y2 PAM-ag | EP2 mod | NPY-Y1 antag | S1P4 antagonist | TRPN1 ag | S1P4 ag | TRPML3 agonist
NS(=O)(=O)c1ccc(CCNC(=O)C(=O)C2C(=O)Nc3ccccc32)cc1 (stereo not given) | 20 | -8 | -10 | -2 | / | 11 | 0.0 | -0.6 | 1.6
Cn1cnnc1SCC(=O)Nc1ccc2c(c1)CCC2 | -8 | -18 | 5 | -14 | 3 | 3 | 0.3 | 1.2 | 0.2
Nn1c(SCC(=O)Nc2ccc3c(c2)OCO3)nncc1=O | 13 | 25 | -24 | -8 | -2 | -3 | -0.4 | 0.9 | 0.6
C=CCC(=O)OCCCCCCOc1ccc(C(=O)O)cc1 | -27 | 20 | -12 | 67* | -1 | -8 | 1.5 | -1.5 | 1.2
O=C(Cc1ccccc1)Nc1ccc(NC(=O)c2cccc(Cl)c2)cc1 | 1 | 69 | -6 | 10 | -1 | -22 | 0.1 | 6.7 | 0.5
NC(=O)c1ccc(NC(=O)CSc2nnc(-c3ccncc3)n2Cc2ccco2)cc1 | 10 | -16 | -6 | -8 | / | -2 | 1.2 | 0.0 | 1.2
COc1ccc(C2c3c(oc4ccc(Cl)cc4c3=O)C(=O)N2CCN2CCOCC2)cc1 (stereo not given) | 10 | 11 | -6 | 13 | / | -4 | 1.6 | -0.3 | 0.5
Clc1ss/c(=N\c2ccccn2)c1Cl | -3 | 1 | -8 | -11 | -2 | -1 | 0.4 | 0.5 | -0.1
COc1ccc(S(=O)(=O)N(CC(=O)N2CCOCC2)c2cc(Cl)ccc2OC)cc1OC | 12 | -12 | 3 | 13 | -2 | -4 | 2.6 | -0.9 | 45*
O=C(Nc1ccc2c(c1)OCO2)c1c(Cl)nc2sccn12 | 13 | 2 | 0 | 0 | -1 | -13 | -0.1 | 1.8 | 1.6
C=CCOc1cccc(C2/C(=C(\O)c3ccc(F)cc3)C(=O)C(=O)N2CCN(C)C)c1 (stereo not given) | 0 | -1 | 6 | -13 | 2 | -13 | 1.3 | 2.3 | 0.8
CC(=O)OC(COc1ccc(F)cc1)Cn1cnc2ccccc21 (stereo not given) | 18 | -4 | -13 | 31 | 3 | -4 | 0.0 | 2.4 | 0.1
COC(=O)c1ccccc1-c1ccc(/C=N/NC(N)=O)o1 | 7 | 9 | 15 | -4 | / | -12 | 0.0 | 0.7 | 0.0
O=C(NCc1ccc2c(c1)OCO2)c1cccc(N2CCCC2=O)c1 | -19 | -5 | -15 | 0 | 1 | 14 | 0.1 | 0.8 | 0.7
Cc1ccnc(N2CCC(C(=O)Nc3ccc4c(c3)OCCO4)CC2)n1 | -5 | 18 | -6 | 0 | 6 | -1 | -0.6 | 0.6 | 0.3
Cc1cnc(NC(=O)c2c(-c3ccccc3)noc2C)s1 | 19 | 3 | 1 | 25 | / | -18 | 0.8 | 0.3 | 0.4
CC(C)(C)C1CCc2[nH]c3ccccc3c(=O)c2C1 (stereo not given) | -25 | -21 | -25 | -18 | 2 | -7 | 1.3 | 1.3 | 0.5
CCN1CCCC1CNC(=O)C(=O)Nc1ccc(OC)cc1 (stereo not given) | 7 | 18 | 2 | -14 | 1 | -7 | -0.5 | 1.9 | 0.3
CCCCCCOc1ccc(/C(N)=N/O)cc1 | 84* | / | 99* | 12 | -11 | 1 | -1.6 | 1.6 | -0.6
O=C(O)C1CCN(S(=O)(=O)c2ccc(N3CCOCC3)c([N+](=O)[O-])c2)CC1 | 22 | 3 | 4 | 23 | -5 | 5 | 0.2 | 1.1 | -0.7
COc1ccc(S(=O)(=O)NCC2CCCN(C(=O)c3ccco3)C2)cc1 (stereo not given) | -3 | 2 | 4 | 11 | 7 | 7 | -1.7 | 2.7 | 0.3
Fc1ccc(/C=N/NC2=Nc3cccc4cccc2c34)cc1 | -16 | 45 | 4 | -7 | 14 | -7 | -2.0 | -1.1 | -0.2
COC(=O)c1ccc(NC(=S)NC(=O)c2c(Cl)cnn2C)cc1 | -14 | 17 | -20 | 6 | 9 | -3 | 0.4 | -2.0 | 0.9
CCN(CC)S(=O)(=O)c1ccc(OC)c(NC(=O)C2CC(=O)N(c3ccc(C)cc3)C2)c1 (stereo not given) | -17 | -17 | -2 | 11 | 2 | -9 | 0.7 | 1.2 | -0.3
Cc1cc(C)c(C)c(S(=O)(=O)N2CCN(CC(=O)c3c(N)n(Cc4ccccc4)c(=O)n(C)c3=O)CC2)c1C | 8 | 38 | -1 | 7 | 3 | -5 | 0.2 | -1.0 | 0.3

(list continues)
SMILES | NPY1 pot ag | CHOP inh | NPY-Y2 PAM-ag | EP2 mod | NPY-Y1 antag | S1P4 antagonist | TRPN1 ag | S1P4 ag | TRPML3 agonist
O=C(NNC(=S)Nc1ccccc1Cl)C1CC1 | 14 | -8 | -7 | 23 | -4 | -8 | 0.6 | 0.8 | 0.6
CN(C)CCCNc1oc(-c2ccc(Cl)cc2)nc1C#N | -13 | 13 | -16 | -15 | 0 | -20 | 0.1 | 1.5 | 1.9
O=C(Cn1c(=O)n(CCCC(=O)NC2CCCC2)c(=O)c2ccccc21)NCCC1=CCCCC1 | -5 | 64 | -4 | 8 | 5 | -6 | 0.8 | 0.4 | 0.7
CC(C)CNC(=O)COC(=O)CNC(=O)c1cc(Cl)cc([N+](=O)[O-])c1 | -19 | 26 | -1 | 12 | 0 | -5 | 0.4 | -0.9 | 0.0
CSc1ccccc1NC(=O)c1cc(C)on1 | 1 | -18 | -7 | 2 | 7 | -8 | -1.2 | -2.2 | 0.0
COC(=O)Nc1ccc(S(=O)(=O)N2CCCc3cccc(O)c32)cc1 | 11 | 13 | -1 | -63 | 5 | -4 | -0.3 | -0.1 | 0.5
CC(=O)c1ccc(NC(=O)c2cc(Cl)nc3ccccc23)cc1 | 2 | 7 | -5 | -22 | 4 | -15 | 1.0 | 0.7 | 0.3
O=S1(=O)N=C2CCCCCN2C(c2ccccc2)N1 (stereo not given) | -7 | -12 | 1 | 12 | -3 | -13 | 0.8 | 0.2 | 0.5
Cc1ccc(N)cc1CN1CCCC1=O | 29 | 33 | 14 | 12 | -1 | -4 | 0.3 | 0.5 | 1.2
Cc1cccc(NC(=O)N2CCC(n3nnc4cc(C)ccc43)CC2)c1 | 13 | 18 | -2 | -16 | 9 | -5 | -2.9 | 2.4 | 0.4
Cc1cccc(C)c1N1C(=O)C2ON(c3ccccc3)C(c3ccncc3)C2C1=O (stereo not given) | 3 | -27 | 7 | 3 | -1 | 11 | 1.9 | -1.4 | 1.9
CCOc1ccccc1-n1nnnc1SCC(=O)Nc1cc2oc3ccccc3c2cc1OC | -37 | -151 | 9 | -6 | 5 | 5 | 1.7 | 1.0 | 0.1
CCOC(=O)C1=C(C)NC(=O)NC1c1c(C)nn(-c2ccccc2)c1Cl (stereo not given) | -6 | 2 | -10 | 0 | -1 | -14 | 0.8 | -0.8 | 0.2
Cc1ccc(C(=O)Nc2sc(Cc3ccc4c(c3)OCO4)c(C)c2C(N)=O)cc1 | -1 | 69 | 8 | -10 | 1 | -11 | -1.1 | 1.4 | 0.8
CCOCC(=O)Nc1nc(C)cc(C)n1 | -7 | 13 | 7 | 32 | 2 | -10 | 1.2 | 0.3 | 0.9
CCn1cc(C(C)NC(=O)COc2ccc(Cl)cc2C)c(C)n1 (stereo not given) | -2 | 28 | 2 | 6 | -6 | -18 | 1.4 | -1.2 | 1.0
NC(=O)c1cc2ccccc2o/c1=N\NC(=O)c1ccncc1 | 1 | -3 | 1 | -15 | 5 | -16 | 0.6 | 8.7 | 0.7
CC1CN(C(=O)N2CCOCC2)CCN1C(=O)N1CCOCC1 (stereo not given) | -5 | -30 | 5 | 1 | 3 | -4 | 0.1 | 1.5 | 0.2
CCN(Cc1ccncc1)Cc1cn(C)nc1-c1ccc(Oc2ccccc2)cc1 | 7 | 31 | -24 | -22 | 14 | -4 | -1.6 | -0.9 | -1.4
CCOc1ccc(-n2cc(-c3ccccc3)c3c(SC(C)C(=O)OC)ncnc32)cc1 (stereo not given) | -3 | 0 | 8 | 25 | 11 | -7 | -0.3 | -2.0 | 0.7
CC(/C=N/NC(=O)c1cnccn1)=C\c1ccco1 | 2 | -4 | 0 | -10 | / | 6 | 1.6 | 0.3 | 1.3
O=C(Nc1ccccc1Cl)Nc1ccccc1Cl | 25 | -6 | 8 | -31 | / | 17 | 0.2 | -0.2 | 0.8
S=C(NNc1ccnc2cc(Cl)ccc12)Nc1ccccc1Cl | 7 | 96* | -10 | -28 | 0 | 7 | 0.1 | -0.3 | 0.0
COc1cccc(N(C(=O)Cn2nnc(-c3cccs3)n2)C(C(=O)NC2CCCCC2)c2ccncc2)c1 (stereo not given) | 20 | -40 | -2 | -12 | -2 | -2 | -0.1 | -0.3 | 0.0
N/C(=N\NC(=O)c1cccs1)c1cc2ccccc2oc1=O | -28 | -1 | -5 | 5 | 1 | 2 | -0.5 | -1.6 | 0.0
Oc1ccc(N=C/C=C/c2cccc(Br)c2)cc1-c1nc2ccccc2s1 | 8 | -4 | 11 | -72 | -5 | -12 | 0.1 | -0.5 | 0.1

As a short view, part of the list above.
SMILES | NPY1 pot ag | CHOP inh | NPY-Y2 PAM-ag | EP2 mod | NPY-Y1 antag | S1P4 antagonist | TRPN1 ag | S1P4 ag | TRPML3 agonist
O=C(NNC(=S)Nc1ccccc1Cl)C1CC1 | 14 | -8 | -7 | 23 | -4 | -8 | 0.6 | 0.8 | 0.6
CN(C)CCCNc1oc(-c2ccc(Cl)cc2)nc1C#N | -13 | 13 | -16 | -15 | 0 | -20 | 0.1 | 1.5 | 1.9
O=C(Cn1c(=O)n(CCCC(=O)NC2CCCC2)c(=O)c2ccccc21)NCCC1=CCCCC1 | -5 | 64 | -4 | 8 | 5 | -6 | 0.8 | 0.4 | 0.7
CC(C)CNC(=O)COC(=O)CNC(=O)c1cc(Cl)cc([N+](=O)[O-])c1 | -19 | 26 | -1 | 12 | 0 | -5 | 0.4 | -0.9 | 0.0
CSc1ccccc1NC(=O)c1cc(C)on1 | 1 | -18 | -7 | 2 | 7 | -8 | -1.2 | -2.2 | 0.0
COC(=O)Nc1ccc(S(=O)(=O)N2CCCc3cccc(O)c32)cc1 | 11 | 13 | -1 | -63 | 5 | -4 | -0.3 | -0.1 | 0.5
CC(=O)c1ccc(NC(=O)c2cc(Cl)nc3ccccc23)cc1 | 2 | 7 | -5 | -22 | 4 | -15 | 1.0 | 0.7 | 0.3
O=S1(=O)N=C2CCCCCN2C(c2ccccc2)N1 (stereo not given) | -7 | -12 | 1 | 12 | -3 | -13 | 0.8 | 0.2 | 0.5
Cc1ccc(N)cc1CN1CCCC1=O | 29 | 33 | 14 | 12 | -1 | -4 | 0.3 | 0.5 | 1.2
